Assay outcomes: PubChem BioAssay, Southern Research Specialized Biocontainment Screening Center
PhoP GFP inhibition: Inhibition of PhoP regulon, Salmonella typhi GFP reporter cells, confirmation, 4 h (AID 1850). Salmonella Typhi PhoP-promoter GFP reporter, fluorescence, 4 h; higher % means a stronger effect. one-dose inhibition, % at 50 µM; IC50 in µM for titrated hits. 310,000 tested, 0.33% active; in the data active = a potency from the dose series; inconclusive = inhibition mostly from about 25% at the one dose, without a potency; inactive = the rest, 99 in 100 with inhibition below about 19%;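 note: 0% = induced wells with vehicle and 100% = uninduced wells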
inhibitors of VEEV: inhibitors of VEEV TC-83 cytopathic effect, confirmation, Vero cells (AID 588727). Vero cells, VEEV TC-83 cytopathic effect inhibition; higher % means a stronger effect. one-dose inhibition, % at 20 µM; IC50 in µM for titrated hits. 350,000 tested, 0.13% active; in the data active = a potency from the dose series; inconclusive = inhibition mostly from about 14% at the one dose, without a potency; inactive = the rest, 99 in 100 with inhibition below about 12%; note: strong numbers were not always called active
M. tuberculosis HTS: M. tuberculosis growth inhibition, HTS (AID 449762); inhibition, % at 25 µM, or IC50 in µM where a hit was titrated; 330,000 tested, 0.59% active; M. tuberculosis H37Rv growth inhibition, 7H9 media; higher % means a stronger effect; in the data active = a potency from the dose series; inconclusive = inhibition above about 70% without an active follow-up result;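 note: bacterial growth assessed after seven days of incubation; strong numbers were not always called active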
influenza NS1A: NS1A inhibition, H1N1 influenza, cell based functional assay (AID 504329); NS1A functional cell-based assay, percent inhibition; higher % means a stronger effect; inhibition, % at 12.5 µM; hits with a dose series show IC50 in µM; 340,000 tested, 0.3% active; in the data active = a potency from the dose series; inconclusive = inhibition above about 27% without an active follow-up result; note: strong numbers were not always called active
tuberculosis growth: growth inhibition of non-replicating M. tuberculosis (AID 488890). Mycobacterium tuberculosis non-replicating, growth inhibition; higher % means a stronger effect. inhibition, % at 25 µM; hits with a dose series show IC50 in µM. 320,000 tested, 0.39% active; in the data active = a potency from the dose series; inconclusive = inhibition mostly from about 82% at the one dose, without a potency; inactive = the rest, 99 in 100 with inhibition below about 76%;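 note: plate controls were DMSO cells for no effect and high antibiotic wells for full effect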
inhibitors of VEEV 10K pilot screen: further read-out of inhibitors of VEEV, marked with its call; inhibition, %; measured here: 10K pilot screen inhibition
Numbers without * were called inactive; i = inactive; ? = inconclusive; . = not tested or not shown.

SMILES	PhoP GFP inhibition	inhibitors of VEEV	M. tuberculosis HTS	influenza NS1A	tuberculosis growth	others
Cc1c(NS(=O)(=O)c2cccc(C(=O)N3CCCC3)c2)c(=O)n(-c2ccccc2)n1C	.	2.1%	3.2%	-13.9%	-5.6%
CCOC(=O)N1CCC(NC(=O)c2cc(-c3ccc(F)cc3)[nH]c2C)CC1	4.3%	4.5%	-8.4%	2.4%	-1.5%
Cc1ccsc1-c1n[nH]c(=S)n1C1CCCCC1	-12.8%	4.0%	18.7%	-3.4%	14.1%
CC1(C)CC(=O)C(CC2C(=O)CC(C)(C)CC2=O)C(=O)C1	18.6%	0.1%	3.4%	-0.5%	?
O=C(Nc1ccccc1)OCCN1CCOCC1	.	1.8%	.	7.9%	.
CN(C)c1cccc(C(=O)NCCCn2ccc3ccccc32)c1	12.8%	1.9%	1.3%	17.5%	36.4%
Cc1ccc(C2CC(c3ccccc3)=NN2C(=S)Nc2ccccc2)o1 (configuration not stated)	-7.5%	6.1%	-7.9%	8.5%	-10.8%
COc1ccc(Cl)cc1NC(=O)CN(C)CC(=O)NCc1ccc(F)cc1	.	10.0%	3.4%	-2.3%	16.8%
CCCCOc1ccccc1Cn1c(=O)oc2ccc(C)cc21	-3.7%	i	5.6%	-24.7%	1.5%
CCCC(C)NC(=O)CSc1nc2ccc(C)cc2[nH]1 (configuration not stated)	7.3%	0.5%	-3.8%	-8.1%	27.3%
Cc1cc(=O)[nH]c(SCC(=O)N2C(C)CCCC2C)n1 (configuration not stated)	6.1%	1.0%	-5.8%	9.3%	-14.9%
CC1=C(C(=O)NCc2ccccc2)C(c2cccs2)NC(=S)N1 (configuration not stated)	-16.9%	5.4%	-1.1%	-3.0%	18.7%
CN(C)C(=O)CCc1ccc2c3c([nH]c2c1)[C@]1(CCc2ccccc2)[C@@H](C(=O)N2CCCCC2)C[C@H](CC(=O)NCCc2ccccn2)C(=O)N1CC3	.	i	.	1.2%	.
Cc1cc2ccccc2c(=O)n1CC(=O)NCc1ccco1	-1.5%	4.2%	-4.6%	-0.6%	-4.3%
CCCc1cc(=O)[nH]c2nnc(SCC(=O)Nc3ccc(C(C)=O)cc3)n12	1.9%	1.5%	12.4%	-1.9%	-3.7%

Quoted at random: 3 entries already listed, in no set order.
SMILES	PhoP GFP inhibition	inhibitors of VEEV	M. tuberculosis HTS	influenza NS1A	tuberculosis growth	others
CCCCOc1ccccc1Cn1c(=O)oc2ccc(C)cc21	-3.7%	i	5.6%	-24.7%	1.5%
Cc1ccsc1-c1n[nH]c(=S)n1C1CCCCC1	-12.8%	4.0%	18.7%	-3.4%	14.1%
CN(C)c1cccc(C(=O)NCCCn2ccc3ccccc32)c1	12.8%	1.9%	1.3%	17.5%	36.4%

(next part)
SMILES	PhoP GFP inhibition	inhibitors of VEEV	M. tuberculosis HTS	influenza NS1A	tuberculosis growth	others
CC1(CC(=O)N/N=C/c2ccc(-c3cccc(C(F)(F)F)c3)o2)OCCO1	-1.5%	1.1%	-2.1%	-3.9%	3.9%	inhibitors of VEEV 10K pilot screen=4.4
Cc1ccc(S(=O)(=O)NC2(C(F)(F)F)C(=O)Nc3c2c(=O)n(C)c(=O)n3C)cc1 (configuration not stated)	-9.2%	1.6%	-4.7%	3.4%	-1.8%
COc1ccccc1NC(=O)Nc1nnc(Cc2ccccc2F)s1	-12.6%	1.3%	1.1%	0.5%	-7.3%
CCc1nc(NCCO)c(C#N)c2c1CSC(C)(C)C2	0.3%	5.1%	-0.6%	-3.1%	23.9%
Cc1csc2c(=O)sc(NC(=O)c3ccco3)nc12	-3.6%	0.4%	1.1%	1.6%	14.2%
CCO[C@H]1OC(C(=O)N2CCN(C)CC2)=C[C@@H](C2CC2)[C@@H]1CCCO	-0.3%	0.1%	-1.9%	14.7%	-9.2%
OCC[C@@H]1C[C@H](O)[C@@H](O)[C@]2(Cc3ccccc3CCO2)O1	-7.5%	0.2%	0.3%	2.5%	-18.7%	inhibitors of VEEV 10K pilot screen=0.2
C=CCOc1c(Br)cc(CNn2c(C)n[nH]c2=S)cc1OC	1.1%	1.1%	-2.7%	-1.2%	-38.8%
CN1CC(=O)N(CC(=O)Nc2ccc(N3CCOCC3)cc2)C1=O	.	1.1%	0.4%	2.3%	49.3%
O=C1NC(=S)N/C1=C\C=C\c1ccccc1	2.9%	5.2%	-0.6%	.	-3.5%
CC(C)(C)c1ccc(C(=O)Nc2c3c(nn2C(C)(C)C)CS(=O)(=O)C3)cc1	4.3%	1.7%	-7.1%	20.2%	-4.1%
COc1ccc(NCN2C(=O)CCC2=O)cc1	-2.6%	0.6%	-14.1%	10.3%	61.0%
O=C1N/C(=C/c2cccs2)C(=O)N1Cc1ccccc1F	-7.4%	1.3%	4.7%	-0.7%	2.7%
COc1cc2c(cc1OC)C(COc1cc(C)cc(C)c1)N(C(C)=O)CC2 (configuration not stated)	-1.8%	0.0%	-4.0%	5.8%	14.2%
COc1cc(NC(=S)N2CCCCC2C)cc(OC)c1OC (configuration not stated)	-2.1%	0.0%	-2.1%	2.8%	17.6%

Some of these compounds in order of molecular weight, lowest first:
SMILES	PhoP GFP inhibition	inhibitors of VEEV	M. tuberculosis HTS	influenza NS1A	tuberculosis growth	others
O=C1NC(=S)N/C1=C\C=C\c1ccccc1	2.9%	5.2%	-0.6%	.	-3.5%
Cc1csc2c(=O)sc(NC(=O)c3ccco3)nc12	-3.6%	0.4%	1.1%	1.6%	14.2%
O=C1N/C(=C/c2cccs2)C(=O)N1Cc1ccccc1F	-7.4%	1.3%	4.7%	-0.7%	2.7%
COc1cc(NC(=S)N2CCCCC2C)cc(OC)c1OC (configuration not stated)	-2.1%	0.0%	-2.1%	2.8%	17.6%
CN1CC(=O)N(CC(=O)Nc2ccc(N3CCOCC3)cc2)C1=O	.	1.1%	0.4%	2.3%	49.3%

More results:
SMILES	PhoP GFP inhibition	inhibitors of VEEV	M. tuberculosis HTS	influenza NS1A	tuberculosis growth	others
CN(C)c1ccc(/C=N/n2cnn(Cc3ccccc3Cl)c2=S)cc1	-0.1%	0.1%	-3.9%	-16.0%	3.3%
CCCSc1nsc(NC(=O)c2cccnc2OCC)n1	-0.9%	i	23.1%	-15.2%	73.2%
CC1(C)Cc2ccccc2/C(=C/C(=O)c2ccccc2)N1	-7.5%	3.1%	-1.6%	-12.9%	73.8%
C[C@@H]1COC(=O)[C@H](Cc2ccc(F)cc2)CC/C=C/C[C@@H](CC(=O)N[C@H](CO)Cc2ccccc2)C(=O)N1	.	0.5%	7.0%	-13.0%	60.2%
Clc1ccc(-n2ncc3c(NCc4ccccn4)ncnc32)cc1	-5.0%	1.3%	2.2%	-9.8%	20.9%
COc1ccc(OC)c(S(=O)(=O)NCCS(=O)(=O)N2CCN(c3ccccc3)CC2)c1	2.9%	0.7%	-4.3%	-8.4%	7.1%
CCN(CC)S(=O)(=O)c1ccc2oc(SCC3CN=C(c4ccc(OC)cc4)S3)nc2c1 (configuration not stated)	-1.2%	2.2%	6.5%	-5.5%	60.0%
CCCCOc1ccc(C(CC(=O)NC)C(=O)O)cc1 (configuration not stated)	-5.1%	0.9%	-13.5%	0.0%	-7.8%
COc1cccc(-c2ncc3ccccc3c2COC(=O)CCCC(=O)O)c1	.	0.3%	4.6%	-9.4%	17.1%
O=C(Cc1n[nH]c(=O)[nH]c1=O)N/N=C/c1cccc(Cl)c1	-3.0%	0.9%	-10.3%	11.1%	-5.2%
Cc1cnc(C(=O)OCC(=O)N(Cc2ccccc2)C(C)(C)C)cn1	.	2.6%	-7.1%	-19.8%	-3.0%
CCOC(=O)C(C)(C)C(=O)C(C)(C)C(O)c1ccccn1 (configuration not stated)	0.7%	0.7%	0.4%	7.0%	9.8%
COc1cc(CNCc2ccco2)ccc1OCc1ccccc1	-8.1%	i	-11.8%	2.8%	12.5%
Cc1ccccc1C(=O)N1CCC(n2nccc2NC(=O)CCOc2ccccc2)CC1	-4.4%	i	-3.9%	8.0%	4.2%
COc1cc(C2C3=C(CC(C)(C)CC3=O)N(C)C3=C2C(=O)CC(C)(C)C3)ccc1O	-0.4%	0.4%	1.1%	0.7%	4.0%
CC(OC(=O)c1nsc(Cl)c1Cl)C(=O)NCc1ccc2c(c1)OCO2 (configuration not stated)	15.0%	1.8%	6.9%	-6.4%	27.4%
Cc1c(NC(=O)C(C)C)cccc1-c1nc2ncccc2o1	-7.7%	1.1%	6.0%	22.3%	10.0%
O=C(NCC1CCCO1)c1ccc(S(=O)(=O)Nc2ccc(F)cc2)cc1 (configuration not stated)	.	i	.	-4.8%	.
O=C(O)c1ccc(-n2cc(C(=O)c3ccccc3O)cn2)cc1	-5.6%	1.0%	7.7%	0.8%	23.9%
C=CCC[C@H](Cc1ccc(F)cc1)C(=O)OC[C@@H](Cc1c[nH]c2ccccc12)NC(=O)[C@H](CC=C)CC(=O)N(CCO)Cc1ccccc1	.	0.9%	-1.1%	10.9%	24.6%
O=C(O)/C(=C/c1ccc(Cl)c([N+](=O)[O-])c1)c1ccc(S(=O)(=O)N2CCCCC2)s1	.	2.1%	.	-6.7%	.
CCN(C[C@H]1N[C@@](C)(C(=O)OC)[C@H]2C(=O)N(Cc3ccccc3)C(=O)[C@@H]12)C(=O)Nc1ccc(OC)cc1	.	1.1%	8.0%	16.8%	18.1%
O=C(CSc1nnnn1-c1cccnc1)Nc1ccccc1F	-3.5%	1.8%	-4.6%	-18.5%	-17.3%
O=C(/C=C/c1ccccc1)NNC(=O)c1cccs1	6.7%	i	8.5%	6.5%	65.5%
Cc1cc(C(=O)N/N=C/c2cccc([N+](=O)[O-])c2)c2ccccc2n1	-6.6%	0.8%	-11.7%	12.0%	2.2%
Cc1cc(C)n(C(=O)CCCn2cc([N+](=O)[O-])cn2)n1	-1.3%	0.6%	-7.7%	4.3%	-3.5%
Cc1ccc(C(=O)N2CCc3ccccc32)cc1	0.7%	1.9%	6.0%	-7.8%	23.0%
O=[N+]([O-])/C(C(Cl)=C(Cl)Cl)=C(\Sc1ccccc1)N1CCCCC1	-2.2%	1.3%	1.5%	8.5%	36.4%	inhibitors of VEEV 10K pilot screen=2.3
CSc1ccc(NC(=O)Nc2ccc(C(=O)NCC(=O)O)cc2)cc1	4.2%	0.2%	-0.5%	1.4%	2.0%
CCOc1ccc(NC(=O)COC(=O)c2ccc(S(=O)(=O)N3CCOCC3)cc2)cc1	.	2.0%	-9.8%	-12.8%	2.2%
CS(=O)(=O)N(CC(=O)Nc1cccc(Cl)c1Cl)c1ccccc1	-13.2%	i	1.5%	20.1%	2.9%
COc1ccc(-n2c(COc3ccc(Cl)cc3)nnc2SCc2ccc(C#N)cc2)cc1	2.2%	i	4.7%	23.2%	-4.2%
Cc1ccc(-c2csc(NC(=O)c3ccc(S(=O)(=O)N4CCc5ccccc54)cc3)n2)cc1	-2.8%	1.3%	-3.6%	5.9%	.
CCOC(=O)c1cnc2ncnn2c1N	13.9%	0.4%	2.8%	-14.1%	-12.4%
COc1cccc(NC(=O)CN2CCN(CC(=O)Nc3ccccc3Cl)CC2)c1	8.3%	i	2.0%	-3.6%	26.5%
O=C(NC1CCCCC1)C(c1ccccn1)N(C(=O)c1csnn1)c1ccccc1 (configuration not stated)	4.3%	i	-2.6%	-18.2%	-12.1%
O=C(CCCN1C(=O)/C(=C/c2cccs2)SC1=S)Nc1ccc(C(=O)O)cc1	-1.6%	0.4%	-7.2%	.	17.5%
CCCCNC(=O)N1CCN(c2ccnc3cc(Cl)ccc23)CC1	-1.1%	i	6.4%	-8.5%	13.2%
COCCNC(=O)COc1ccccc1C	-2.7%	0.3%	-3.7%	-17.7%	-13.9%
NC(=O)Cc1nc(-c2ccc(Br)cc2)cs1	-4.1%	0.2%	9.1%	-0.8%	?
O=C(c1ccccn1)N1CCN(c2cccc(C(F)(F)F)c2)CC1	1.6%	1.2%	2.8%	-4.8%	1.4%
CN(CC(=O)N1CCCCC1)S(=O)(=O)c1cccc2cccnc12	-12.1%	0.4%	4.5%	-3.5%	12.7%

As a short view, 4 of the compounds above.
SMILES	PhoP GFP inhibition	inhibitors of VEEV	M. tuberculosis HTS	influenza NS1A	tuberculosis growth	others
COCCNC(=O)COc1ccccc1C	-2.7%	0.3%	-3.7%	-17.7%	-13.9%
NC(=O)Cc1nc(-c2ccc(Br)cc2)cs1	-4.1%	0.2%	9.1%	-0.8%	?
O=C(c1ccccn1)N1CCN(c2cccc(C(F)(F)F)c2)CC1	1.6%	1.2%	2.8%	-4.8%	1.4%
CN(CC(=O)N1CCCCC1)S(=O)(=O)c1cccc2cccnc12	-12.1%	0.4%	4.5%	-3.5%	12.7%
